# Compound activity deposited in PubChem by National Center for Advancing Translational Sciences (NCATS).
# D1 agonist: Allosteric Agonists of the Human D1 Dopamine Receptor: qHTS; HEK293 T-REx D1 cells, calcium flux, agonist mode; activation, % at 2 µM; 360,000 compounds, 1% hits; further: 0% is about no effect
#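 Inducible HEK293 T-REx D1 cells, force-coupled to calcium signalling, were plated at 4000 cells/well with tetracycline and held overnight at 30 C. After no-wash calcium dye loading, compound-evoked calcium rise over 180 s flagged agonists.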
# D1 potentiator: Potentiators of Human D1 Dopamine Receptor: qHTS; D(1A) dopamine receptor (Homo sapiens), P21728; HEK293 TREx D1 cells, calcium flux, dopamine EC20 potentiation; potentiation, % at 10 µM; 360,000 compounds, 0.036% hits; in the data active means potentiation above about 30%; further: 0% is about no effect
# TRHR agonist: qHTS for Small Molecule Agonists and Allosteric Enhancers of Human TRH Receptor: Primary Screen for Agonists | Thyrotropin-releasing hormone receptor (Homo sapiens), P34981 | TRHR cells, calcium flux fluo-8, FDSS agonist mode | activation, % at 2 µM | 360,000 compounds, 0.18% hits; further: 0% is about no effect
# Target sequence (P34981 whole entry, looked up): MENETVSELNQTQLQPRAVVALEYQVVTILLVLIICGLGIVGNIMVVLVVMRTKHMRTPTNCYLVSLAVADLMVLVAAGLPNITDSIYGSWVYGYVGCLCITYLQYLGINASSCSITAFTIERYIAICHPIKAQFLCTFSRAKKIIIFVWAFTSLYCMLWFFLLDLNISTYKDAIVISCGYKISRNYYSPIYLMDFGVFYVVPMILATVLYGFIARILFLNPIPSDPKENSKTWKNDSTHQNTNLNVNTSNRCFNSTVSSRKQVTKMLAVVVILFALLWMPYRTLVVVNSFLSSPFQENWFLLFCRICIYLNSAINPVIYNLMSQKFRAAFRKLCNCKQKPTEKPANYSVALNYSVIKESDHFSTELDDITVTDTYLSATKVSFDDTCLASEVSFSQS
#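 Agonist-mode FDSS calcium read (Ex 480/Em 530, 1 s cycles) in 1536-well TRHR cells with fluo-8 dye, after 10-cycle baseline and 23 nL compound addition; TRH at EC20 (10 nM final) added afterwards for the enhancer phase.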
# RXFP1 antag: qHTS Assay for Antagonists of the Relaxin Receptor RXFP1 | AID 1259400, 2018 | activity change, negative = inhibition, % at 57.5 µM | 350,000 compounds, 0.59% hits | HEK293-RXFP1, relaxin-stimulated cAMP HTRF, 30 min; active compounds read low | Relaxin receptor 1 (Homo sapiens), Q9HBX9;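 active means activity change of -60% or lower, but not beyond a set lower limit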; further: on the % scale 0 is the no-effect control and ±100 the full control effect
# D1 antagonist: Antagonist of Human D 1 Dopamine Receptor: qHTS; D(1A) dopamine receptor (Homo sapiens), P21728; 360,000 compounds, 3.2% hits; activity change, negative = inhibition, % at 10 µM; AID 504652, 2011; HEK293 TREx D1 cells, calcium flux, dopamine EC80; active compounds read low; in the data active means activity change below about -30%; further: on the % scale 0 is the no-effect control and ±100 the full control effect
#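 Antagonism measured as reduced calcium response to an EC80 dopamine addition following 180 s compound pre-read; cells were inducible HEK293 Trex D1 plated overnight at 30 C, read kinetically at 1 cycle/sec.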
# D2 ag: HTS Assay for Allosteric Agonists of the Human D2 Dopamine Receptor: Primary Screen for Agonists; 340,000 compounds, 0.53% hits; AID 485358, 2010; D(2) dopamine receptor (Homo sapiens), P14416; HEK293 T-REx D2 cells, calcium flux agonist mode; activation, % at 2 µM;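 active means activation over 3 SD above normal in the single-dose calcium agonist read, cut at about 30% in these data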; further: 0% is about no effect
# Target sequence (P14416 whole entry, looked up): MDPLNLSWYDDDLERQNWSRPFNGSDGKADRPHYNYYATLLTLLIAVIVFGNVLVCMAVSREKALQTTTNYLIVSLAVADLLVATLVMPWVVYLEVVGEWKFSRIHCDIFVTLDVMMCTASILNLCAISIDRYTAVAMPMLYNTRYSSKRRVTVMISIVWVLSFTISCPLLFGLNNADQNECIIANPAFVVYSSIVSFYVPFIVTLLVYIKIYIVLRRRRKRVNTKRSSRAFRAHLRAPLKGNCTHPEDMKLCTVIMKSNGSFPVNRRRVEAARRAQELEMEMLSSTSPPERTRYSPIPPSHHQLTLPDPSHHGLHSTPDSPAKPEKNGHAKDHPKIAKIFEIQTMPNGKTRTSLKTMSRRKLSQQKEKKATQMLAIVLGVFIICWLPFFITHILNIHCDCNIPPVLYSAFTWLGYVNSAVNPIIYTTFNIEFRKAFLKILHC
#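 Tetracycline-induced HEK293 Trex cells with D2 receptor force-coupled to calcium signaling, plated overnight at 30 C and loaded with no-wash calcium dye. Calcium flux read kinetically for 180 s after compound addition; responses flag agonists.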
# D2 potentiator: HTS Assay for Positive Allosteric Modulators of the Human D2 Dopamine Receptor: Primary Screen for Potentiators; D(2) dopamine receptor (Homo sapiens), P14416; HEK293 T-REx D2, calcium flux, EC20 dopamine potentiation; potentiation, % at 10 µM; 340,000 compounds, 0.34% hits; AID 485347, 2010;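 active means potentiation over 3 SD above the plate norm, cut at about 30% in these data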; further: 0% is about no effect
#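 Tetracycline-induced HEK293 T-REx cells force-coupled to calcium signalling expressed D2; compounds were pin-added after a 10 s baseline, read kinetically 180 s, then an EC20 dopamine challenge followed with a further 180 s calcium read.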
# D2 antagonist: HTS Assay for Allosteric Antagonists of the Human D2 Dopamine Receptor: Primary Screen for Antagonists; AID 485344, 2010; 340,000 compounds, 2% hits; D(2) dopamine receptor (Homo sapiens), P14416; HEK293 TREx D2 cells, calcium flux, dopamine EC80; inhibition, % at 10 µM; in the data active means inhibition above about 30%; further: 0% is about no effect
#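 Calcium flux kinetic readout in an inducible HEK293 TREx D2 line plated overnight at 30 C. After 180 s compound exposure, an EC80 dopamine challenge follows with another 180 s kinetic read to detect antagonism.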
# TRHR PAM: qHTS for Small Molecule Agonists and Allosteric Enhancers of Human TRH Receptor: Primary Screen for Enhancers; enhancement, % at 2 µM; TRHR cells, fluo-8 calcium fluorescence, EC20 TRH enhancement; Thyrotropin-releasing hormone receptor (Homo sapiens), P34981; 360,000 compounds, 0.66% hits; in the data active means enhancement above about 30%; further: 0% is about no effect
#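 Enhancer read-out: after compound pinning and an initial kinetic agonist-mode read, an EC20 of TRH (10 nM final) was injected and fluo-8 calcium signal (Ex 480/Em 530) followed at 1 s/cycle for 100 cycles in TRHR-expressing cells.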
# Starred values were filed as active, the others as inactive; x = not tested or not shown; & = joins results of further samples. Unless noted, no stated cut-off is given here; in the data, active means activation above about 30%; inactive means the rest.
1. O=[N+]([O-])c1ccc(N2CCN(c3ccc([N+](=O)[O-])cc3CO)CC2)c(CO)c1
2. O=C(CNC(=O)C(c1ccccc1)c1ccccc1)N/N=C\c1ccc2c(c1)OCO2
3. CC1=C(C(=O)OCc2ccccc2)N2C(=O)[C@@H](NC(=O)COc3ccccc3)[C@H]2SC1
4. NC(=NCc1ccco1)NC(=O)c1ccccc1
5. CCOc1ccc(CNC(=O)CCc2cn(CC)c3ccccc23)cc1

Compound,1,2,3,4,5
D1 agonist,10,5,4,5,0
D1 potentiator,-5,-4,-2,-9,-4
TRHR agonist,0.0,1.5,-0.2,0.0,0.2
RXFP1 antag,-4,4,x,-2,0
D1 antagonist,-20,-10,-11,-13,-6
D2 ag,x,0.8,x,-0.3,-1.1
D2 potentiator,-1,-5,x,-9,2
D2 antagonist,x,35*,x,-9,x
TRHR PAM,-10,2,1,-3,-1

6. O=C(CN1CCN(CC(=O)Nc2ccccc2F)CC1)Nc1ccc(Cl)c(C(F)(F)F)c1
7. O=C(Nc1nc(-c2ccc(-c3ccccc3)cc2)cs1)c1cnccn1
8. NC(=O)c1ccsc1NC(=O)COC(=O)c1cc(Cl)ccc1O
9. CCOC(=O)N1CCC(NC2CCCCCCC2)CC1
10. O=C(NCCS(=O)(=O)N1CCN(c2cccc(Cl)c2)CC1)C(c1ccccc1)c1ccccc1

Compound,6,7,8,9,10
D1 agonist,15,2,6,0,7
D1 potentiator,-3,2,0,-6,-2
TRHR agonist,0.8,-0.1,-0.1,-0.7,0.7
RXFP1 antag,-16,-14,9,1,-8
D1 antagonist,-14,0,-14,-2,9
D2 ag,0.7,0.2,-0.5,1.0,0.7
D2 potentiator,16,11,6,-2,0
D2 antagonist,x,-13,14,8,x
TRHR PAM,3,3,-6,-13,-4

# Look-ups from the list.
# D1 antagonist result of entry 1 stands at -20
# D1 agonist result of entry 6 stands at 15
# TRHR agonist result of entry 3 stands at -0.2
# TRHR PAM result of entry 5 stands at -1

# Additional records follow:
11. Cc1ccccc1NC(=S)NNc1ncc(C(F)(F)F)cc1Cl
12. CC(=Nc1ccccc1O)c1sc2ccccc2c1O
13. COc1cc(-c2[nH]ncc2CN(C)Cc2cc(C)[nH]n2)cc(OC)c1OC
14. CCOc1ccc(C(=O)COC(=O)Cn2cnc3c2c(=O)n(C)c(=O)n3C)cc1
15. COc1cccc(NC(=O)C2CCN(S(=O)(=O)c3ccccc3)CC2)c1

Compound,11,12,13,14,15
D1 agonist,19,48*,0,1,7
D1 potentiator,-5,-4,2,4,10
TRHR agonist,-0.8,16,-1.1,0.7,2.2
RXFP1 antag,19,-10,2,5,-1
D1 antagonist,-26,-25,-13,2,3
D2 ag,0.5,14,-2.3,-1.1,0.1
D2 potentiator,11,-5,-6,16,-16
D2 antagonist,-1,8,2,-12,6
TRHR PAM,9,6,-6,-4,1

16. Brc1ccc(OCCOc2cccc3cccnc23)cc1
17. O=C(Nc1nccs1)C12CC3CC(C1)CC(C(=O)Nc1nccs1)(C3)C2
18. O=c1[nH]c(CN2CCN(C/C=C/c3ccccc3)CC2)nc2cc(Cl)ccc12
19. CC1(C)CC(NS(=O)(=O)c2ccc(S(=O)(=O)N3CCOCC3)cc2)CCO1 (stereo unspecified)
20. Cc1ccc(S(=O)(=O)NNc2ccccc2)cc1

Compound,16,17,18,19,20
D1 agonist,-1,1,8,1,-1
D1 potentiator,-1,-4,-7,1,-1
TRHR agonist,0.4,-0.6,0.0,0.2,-0.8
RXFP1 antag,-6,-18,-9,-6,20
D1 antagonist,-1,11,17,31,10
D2 ag,0.1,0.2,3.6,0.1,0.0
D2 potentiator,-5,3,-6,-1,4
D2 antagonist,2,-21,19,8,9
TRHR PAM,3,3,-11,4,8

21. CC(=O)c1cccc(NC(=O)NC(C)C2CCCO2)c1 (stereo unspecified)
22. C=CCc1cccc2cc(C(=O)Nc3ccc(CC(=O)O)cc3)c(=O)oc12
23. Cc1ccc(N(CCC(=O)Nc2nnc(C3CC3)s2)S(=O)(=O)c2ccccc2)cc1
24. Fc1ccc(-n2cc(-c3ccccc3)c3c(N4CCOCC4)ncnc32)cc1
25. CN1CCN(c2nc(-c3ccco3)cc(C(F)(F)F)n2)CC1

Compound,21,22,23,24,25
D1 agonist,6,-3,6,2,-1
D1 potentiator,-3,-1,-7,4,-5
TRHR agonist,-0.1,-0.4,-0.9,0.0,0.4
RXFP1 antag,0,2,x,-31,8
D1 antagonist,5,21,-17,-9,-68*
D2 ag,-1.9,-0.5,-1.0,1.1,0.6
D2 potentiator,-4,-12,7,13,-37
D2 antagonist,-2,17,-9,-2,-37
TRHR PAM,-4,8,9,-4,-1

26. CCOc1ccc(CN2CCC(n3nccc3NC(=O)CCCc3ccccc3)CC2)cc1
27. CCOc1cc2c(cc1OCC)C(CC(=O)OC)N(C(=O)Nc1cc(OC)ccc1OC)CC2 (stereo unspecified)
28. COc1ccc(N2CCN(CC(O)COc3ccc(C)cc3C)CC2)cc1 (stereo unspecified)
29. CC(C)N1CCc2c(sc(NC(=O)c3cc(-c4cccs4)nc4ccccc34)c2C(N)=O)C1
30. CCOC(=O)c1c(NC(=S)Nc2ccc(OC)cc2)sc2c1CCCCC2

Compound,26,27,28,29,30
D1 agonist,0,-2,2&18,83*,3
D1 potentiator,1,0,-6&-4,-4,1
TRHR agonist,0.6,-0.6,0.2&0.3,27,0.4
RXFP1 antag,7,-5,-10&-5,-6,7
D1 antagonist,16,3,8&-6,0,7
D2 ag,-0.5,0.4,1.9&-1.8,19,-0.2
D2 potentiator,-3,-4,-26&-21,3,4
D2 antagonist,12,x,-9,-21,-8
TRHR PAM,-3,11,5&0,10,0

31. COCC(C)NC(=O)C1c2ccccc2Oc2ccccc21 (stereo unspecified)
32. COc1cccc(/C=N/Nc2ccc(Cl)nn2)c1
33. CN1CCC(N(C)C(=O)CCc2nc3ccccc3c(=O)[nH]2)CC1
34. CN(CC(=O)Nc1ccc(Cl)cc1)C(=O)CCC1CCCC1
35. CN1C(=O)C(=O)/C(=C(/O)c2ccccc2)C1c1ccc([N+](=O)[O-])cc1 (stereo unspecified)

Compound,31,32,33,34,35
D1 agonist,2,2,0,13,2
D1 potentiator,-3,-4,2,0,10
TRHR agonist,-0.4,-0.7,-0.5,0.4,0.6
RXFP1 antag,2,18,7,8,4
D1 antagonist,0,-1,-28,-13,-11
D2 ag,-0.8,-1.7,-0.1,x,x
D2 potentiator,12,-4,-6,x,x
D2 antagonist,-22,9,13,x,x
TRHR PAM,-4,2,8,-2,0

36. CCOc1ccc(NC(=O)CN(C)C(=O)c2cc(S(=O)(=O)N(C)C)ccc2N2CCCC2)cc1OCC
37. Cc1ccc(N=Cc2c(O)c3ccccc3oc2=O)c(C)c1
38. O=C(CN1C(=O)COc2ccc(S(=O)(=O)N3CCOCC3)cc21)NCc1ccc(Cl)cc1
39. CC[N+]1(CC)CC2CCC(C)(C1)C2(C)C (stereo unspecified)
40. Cc1ccc(SCc2cc(-c3ccc(Cl)cc3)on2)cc1

Compound,36,37,38,39,40
D1 agonist,4,4,2,1,8
D1 potentiator,-3,-2,1,-2,0
TRHR agonist,-0.8,0.3,-0.2,-0.1,0.5
RXFP1 antag,10,-1,-8,2,-4
D1 antagonist,-8,-15,-14,8,5
D2 ag,0.1,-0.3,0.2,x,0.1
D2 potentiator,0,-5,2,x,18
D2 antagonist,-7,-2,x,x,-7
TRHR PAM,11,-2,-7,-5,5

41. Cc1ccccc1OCC(=O)NNC(=S)NC(=O)c1ccccc1[N+](=O)[O-]
42. O=C(CSc1cccc2cccnc12)OCC(=O)c1ccccc1
43. CCCCCOC(=O)C1=C(C)NC(=O)NC1c1ccc([N+](=O)[O-])cc1 (stereo unspecified)
44. O[Si](CCCN1CCCCC1)(c1ccc(F)cc1)C1CCCCC1 (stereo unspecified)
45. CCOc1ccc(NCC(=O)Nc2ccc(Cl)cc2C)cc1

Compound,41,42,43,44,45
D1 agonist,2,2,0,19,2
D1 potentiator,-6,-2,-4,-1,-7
TRHR agonist,-0.9,-0.3,-0.5,2.0,0.3
RXFP1 antag,-20,-12,-12,x,-11
D1 antagonist,-57*,-6,-3,17,0
D2 ag,-1.4,-0.8,1.6,1.2,-0.1
D2 potentiator,15,-4,-5,-27,-4
D2 antagonist,-9,3,9,124*,13
TRHR PAM,0,-2,-1,-3,12

# Arranged by SMILES length (rising): part of the list above
39. CC[N+]1(CC)CC2CCC(C)(C1)C2(C)C (stereo unspecified)
45. CCOc1ccc(NCC(=O)Nc2ccc(Cl)cc2C)cc1
40. Cc1ccc(SCc2cc(-c3ccc(Cl)cc3)on2)cc1
42. O=C(CSc1cccc2cccnc12)OCC(=O)c1ccccc1

Compound,39,45,40,42
D1 agonist,1,2,8,2
D1 potentiator,-2,-7,0,-2
TRHR agonist,-0.1,0.3,0.5,-0.3
RXFP1 antag,2,-11,-4,-12
D1 antagonist,8,0,5,-6
D2 ag,x,-0.1,0.1,-0.8
D2 potentiator,x,-4,18,-4
D2 antagonist,x,13,-7,3
TRHR PAM,-5,12,5,-2

# Other compounds follow:
46. C=CCC1(Cl)C(=O)C(Cl)=C(N2CCOCC2)C1(OC)OC (stereo unspecified)
47. O=C(c1ccncc1)N(Cc1ccco1)Cc1cc2ccccc2[nH]c1=O
48. CC(Cl)OC(=O)Nc1cccc2cccnc12 (stereo unspecified)
49. COC(=O)c1ccc(C(=O)OC)c(NC(=S)N2CCC(C)CC2)c1
50. CC(C)Nc1nnc(SCC(=O)c2c[nH]c3ccccc23)s1
51. CCOc1cc(C2Nc3ccccc3C(=O)N2c2ccccc2)ccc1O (stereo unspecified)
52. O=C(NCCOc1ccccc1)C1CCC(=O)N(Cc2ccc(Cl)cc2)C1 (stereo unspecified)
53. O=C(NCc1c(-n2cccc2)sc2c1CCCC2)Nc1cccc(C(F)(F)F)c1

Compound,46,47,48,49,50,51,52,53
D1 agonist,-1,0,0,0,2,-1,1,3
D1 potentiator,5,7,5,0,6,-3,-5,-1
TRHR agonist,0.6,-0.3,0.6,-1.0,0.2,-0.2,-0.3,-0.2
RXFP1 antag,10,5,x,-5,x,17,-11,-17
D1 antagonist,-15,17,0,13,10,4,-8,-1
D2 ag,2.2,-1.6,x,0.2,1.5,-0.9,6.8,x
D2 potentiator,7,22,x,4,0,3,-8,-9
D2 antagonist,-17,-17,x,-3,-3,4,12,x
TRHR PAM,4,9,-4,0,2,-6,2,-3
